Screening results (PubChem)
PMI act: activators of human PMI, primary screen, biochemical, fluorescence intensity, near-Km mannose 6-phosphate; activation factor at 20 µM; AID 1214, 2008; 0.005% of 190,000 active; Mannose-6-phosphate isomerase (Homo sapiens), P34949; purified human PMI, coupled resazurin fluorescence, 20 min; active compounds read high; 1 = vehicle control, 0 substrate-free wells;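 active = activation factor of 2 or more at 20 µM, relative to plate controls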
Target sequence (P34949 whole entry, looked up): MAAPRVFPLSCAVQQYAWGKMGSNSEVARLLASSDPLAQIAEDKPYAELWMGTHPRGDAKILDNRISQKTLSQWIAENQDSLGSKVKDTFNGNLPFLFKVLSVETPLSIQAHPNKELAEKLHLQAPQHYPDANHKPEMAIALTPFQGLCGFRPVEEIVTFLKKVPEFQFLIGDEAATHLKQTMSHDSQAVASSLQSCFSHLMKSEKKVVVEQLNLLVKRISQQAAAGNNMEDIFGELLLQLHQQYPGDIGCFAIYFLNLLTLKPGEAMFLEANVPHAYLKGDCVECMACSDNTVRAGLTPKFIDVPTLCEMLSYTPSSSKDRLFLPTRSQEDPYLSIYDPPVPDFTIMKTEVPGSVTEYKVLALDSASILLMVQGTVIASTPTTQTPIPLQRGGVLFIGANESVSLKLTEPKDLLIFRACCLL
HMGR II inh: inhibitors of E. faecalis class II HMGR, primary screen, biochemical, Enterococcus faecalis | purified E. faecalis HMGR, NADPH absorbance 340 nm kinetic | 0.41% of 190,000 active | inhibition, % at 10 µM | HMG-CoA reductase (Enterococcus faecalis, mvaE);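 active = inhibition above a set limit, the median over all tested compounds plus 3 SD, cut at about 9.5% in these data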;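 note: enzyme runs in reverse so mevalonate oxidation gives rising NADPH absorbance; 0% = complete reaction with DMSO and 100% = background rate lacking mevalonate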
Diaphorase act: compounds boosting diaphorase resazurin reduction – biochemical, uHTS, resorufin fluorescence, counter-screen for diaphorase-coupled primary assays, primary screen | Diaphorase/resazurin coupled assay, 16 min; active compounds read high; 1 = vehicle wells, 0 = NADH-free wells | activation factor at 20 µM | 0.005% of 190,000 active | AID 1229, 2008;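 active = diaphorase activity raised at least twofold by the compound at 20 µM; inactive = activation factor below 2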
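Material: bacterial diaphorase enzyme (C. kluyveri); amount: enzyme 0.07 U/mL final; reagent: NADH substrate 0.114 mM plus resazurin dye 0.1 mM, final; doses: single compound dose of 20 µM, 1% DMSO final; timing: 16 min enzyme reaction, ambient temperature; measured by: fluorescence of resorufin, 544 nm excitation, 590 nm emission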
TNAP inh hi DEA: human TNAP enzyme inhibitors, primary screen, biochemical, luminescent, high phosphate acceptor level, uHTS | purified TNAP, CDP-star luminescence, 1 M DEA | inhibition, % at 20 µM | 0.03% of 200,000 active | AID 1135, 2008;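 active = over 50% inhibition of tissue-nonspecific alkaline phosphatase at 20 µM in the single-dose screen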;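 note: plate controls were DMSO wells for no effect and EDTA-quenched wells as full inhibition for full effect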
G6PDH counter: L. mesenteroides G6PDH inhibitors, counter-screen for G6PDH-coupled screening assays, biochemical, Leuconostoc mesenteroides enzyme; inhibition, % at 5 µM; Purified L. mesenteroides G6PDH, diaphorase/resazurin coupled fluorescence, 45 min; 0.12% of 200,000 active; in the data active = inhibition above about 50%
FLuc act counter: FLuc activators, initial screening, artefact control for FLuc-dependent activation tests, biochemical, ATPlite luminescence. 200,000 tested, under 10 active. ATPlite luciferase biochemical, 10 min; 0 = ATP-free wells, 1 = DMSO control. activation factor at 10 µM. AID 1027, 2008;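 active = luciferase activation factor, scaled between plate controls, of at least 2 with compound at 10 µM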
Target sequence (P08659 whole entry, looked up): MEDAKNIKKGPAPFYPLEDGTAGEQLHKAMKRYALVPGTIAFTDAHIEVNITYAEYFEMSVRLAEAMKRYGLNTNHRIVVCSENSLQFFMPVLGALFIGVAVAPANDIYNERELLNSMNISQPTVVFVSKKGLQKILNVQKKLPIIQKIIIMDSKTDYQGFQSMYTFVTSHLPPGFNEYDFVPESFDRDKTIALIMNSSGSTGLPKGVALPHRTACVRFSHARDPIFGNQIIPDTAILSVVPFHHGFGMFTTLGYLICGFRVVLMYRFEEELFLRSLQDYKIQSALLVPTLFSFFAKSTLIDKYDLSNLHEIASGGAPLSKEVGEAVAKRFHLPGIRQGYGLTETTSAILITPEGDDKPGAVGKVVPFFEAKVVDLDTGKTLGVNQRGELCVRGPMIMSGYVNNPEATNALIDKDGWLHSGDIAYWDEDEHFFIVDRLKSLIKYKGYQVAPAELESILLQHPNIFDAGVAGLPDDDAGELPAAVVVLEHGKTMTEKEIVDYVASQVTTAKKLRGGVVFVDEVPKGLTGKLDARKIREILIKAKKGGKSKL
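System: luciferase plus luciferin reagent, cell-free; medium: PBS as buffer for the ATP substrate; dosing: test compounds dosed from 2 mM stocks in 100% DMSO; timing: 10 min post-reagent at room temperature; measured by: luminescence measurement of luciferase light output; evaluation: luciferase activation, seen as luminescence increase over controls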
Diaphorase inh: diaphorase inhibitors and chemical oxidizers, primary screen, counter-screen for diaphorase-coupled primary assays, biochemical, uHTS, resorufin fluorescence. diaphorase resazurin-to-resorufin fluorescence, NADH, 16 min; bacterial (C. kluyveri) enzyme, not human. inhibition, % at 20 µM. 0.69% of 190,000 active. AID 1217, 2008;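 active = primary screen inhibition at 20 µM above a set limit, cut at about 50% in these data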;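 note: plate controls were DMSO with full reaction for no effect and wells lacking NADH for full effect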
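Assay system – diaphorase enzyme from Clostridium kluyveri · Amount – diaphorase 0.14 U/mL (working solution) · Times – reaction incubation of 16 min at room temperature · Controls – No-NADH positive control and DMSO neutral control · Signal – resorufin fluorescence 544/590 nm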
TNAP inh no acc: human TNAP enzyme inhibitors, primary screen, biochemical, luminescent, no phosphate acceptor, uHTS. Alkaline phosphatase, tissue-nonspecific isozyme (Homo sapiens), P05186. purified TNAP, CDP-star luminescence, 30 min. inhibition, % at 20 µM. 0.26% of 200,000 active. AID 1012, 2008;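 active = tissue-nonspecific alkaline phosphatase inhibition above about 50% at 20 µM in the single-dose screen, limit read from the data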;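 note: 0% = DMSO negative control and 100% = EDTA positive control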
PMI act satM6P: human PMI activators, high substrate, primary screen, biochemical, fluorescence intensity, near-saturating mannose 6-phosphate; coupled PMI enzyme assay, resazurin fluorescence, 20 min; active compounds read high; 1 = untreated enzyme, 0 = substrate-free blank; activation factor at 20 µM; 0.34% of 190,000 active; Mannose-6-phosphate isomerase (Homo sapiens), P34949;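 active = activation factor of 2 or more at 20 µM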
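Test system: Human PMI in coupled enzyme assay | Input: 15 ng/mL PMI | Medium: HEPES-buffered pH 7.4 with magnesium and detergent | Compound: One concentration, 20 µM, in 1% DMSO | Incubation: Enzyme reaction with compound 20 min at room temperature | Detection: Diaphorase-driven resazurin-to-resorufin fluorescence, excitation 544, emission 590 nm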
TNAP act hiacc: TNAP activators at high phosphate acceptor level, primary screen, biochemical, luminescence, uHTS; activation factor at 20 µM; purified TNAP, CDP-star luminescence, 1 M DEA, 30 min; active compounds read high; 0 = EDTA background, 1 = DMSO-only activity; 200,000 tested, under 10 active;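 active = activation factor at least 2 at 20 µM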
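system = human TNAP | amount = enzyme diluted 1/800 final | reagent = 100 µM CDP-star substrate | signal = luminescent substrate turnover signal | dosing = one dose, 20 µM | benchmarks = EDTA negative control, DMSO positive control | measure = activation factor | timing = 30 min reaction, room temperature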
* = called active by the depositor.

#	compound	PMI act	HMGR II inh	Diaphorase act	TNAP inh hi DEA	G6PDH counter	FLuc act counter	Diaphorase inh	TNAP inh no acc	PMI act satM6P	TNAP act hiacc
1	COc1ccccc1OCCCC(=O)Nc1ccc(N2CCOCC2)cc1	1	-4	1.1	-4	2	1	-8	-17	0.9	1
2	CCO[C@@H]1OC(C(=O)Nc2ccccc2)=C[C@H](c2csc3ccccc23)[C@H]1CCCO	0.9	-1	0.8	-10	13	1.1	21	-6	1	1.1
3	Cc1ccc(NC(=O)C(C)c2ccc(-c3ccccc3)c(F)c2)cc1 (stereo unspecified)	0.8	-5	0.8	-8	-5	1	25	-9	0.9	1.1
4	CCOc1nc(NC2CCCCC2)nc(NC(C)(C)C)n1	0.9	-6	0.8	-3	10	1.1	23	-7	0.9	1
5	CN(C)S(=O)(=O)c1ccc(NC(=O)COC(=O)c2n[nH]c3ccccc23)cc1	1	-3	0.9	-4	2	1	8	10	1.1	1
6	O=C(O)Cn1c2c(c3ccccc31)CCCC2	0.6	-2	0.6	-4	13	1	42	-13	0.4	1
7	O=C(N/N=C/c1ccccc1C(=O)O)c1ccccc1Br	1	-2	0.9	0	6	0.9	14	6	1	1
8	Cc1ccc(-n2nnnc2SCC(=O)Nc2cccnc2Cl)cc1	1.1	1	0.9	5	0	1	14	-15	1	1
9	Cc1ccccc1S(=O)(=O)Cc1ccc(C(=O)N2CCN(c3ccc(F)cc3)CC2)o1	1	-3	0.9	-5	5	1.1	8	-1	1	1.1
10	COC(=O)c1ccccc1S(=O)(=O)N(Cc1cc2cc3c(cc2[nH]c1=O)OCO3)C1CCCCC1	0.9	1	1	-3	-61	1.1	4	-14	0.9	1
11	COc1ccc(NC(=O)CSc2nccc(C)n2)cc1	1	1	0.9	2	-7	1.1	7	-10	1	1
12	O=C(COc1ccc(S(=O)(=O)NC2CCCCC2)cc1Cl)NCC1CCCO1 (stereo unspecified)	0.9	-3	0.9	-3	22	1	10	-7	0.9	1
13	Cc1ccccc1OCC1CN(CN2CCOCC2)C(=O)O1 (stereo unspecified)	1	-1	0.9	-4	4	1	12	-10	0.9	1
14	Clc1ccc(NNc2ccnc3cc(Cl)ccc23)cc1	1.4	15*	1	3	3	1	-2	20	1.7	1
15	COc1cc(OC)c(NC(=O)c2ccoc2C)cc1Cl	0.8	-4	0.8	0	0	1	17	-5	0.9	1
16	COc1ccc(C2C(C#N)=C(N)Oc3cc(C)n(CCN4CCOCC4)c(=O)c32)cc1OC (stereo unspecified)	1	-4	1	-5	5	1	1	-10	1	1
17	Nc1cccc(Oc2ccc([N+](=O)[O-])cc2)c1	1.1	10*	1	-6	-2	1	3	-14	1.1	1.1
18	Cc1ccc(NC(=S)NCC2CCN(C(C)c3ccccc3)C2)cc1C (stereo unspecified)	1	-2	1	0	-2	1	2	-16	1.1	1
19	CCCOc1ccc(C2NC(=S)NC(C)=C2C(=O)c2ccccc2)cc1OC (stereo unspecified)	1.3	2	0.9	1	9	1	14	-8	1.7	1
20	Cc1ccc2nc(/C(C#N)=C\c3ccc(N4CCCCC4)c([N+](=O)[O-])c3)[nH]c2c1	1	-6	0.9	13	7	1	10	9	1.2	0.9
21	Cc1ccc2nc(-c3ccncc3)c(NC3CCCC3)n2c1	0.9	0	0.9	-4	2	1	10	-13	0.8	1
22	Fc1ccccc1CSc1ccc(-c2ccco2)nn1	0.9	-1	1	-1	1	0.2	0	-6	1	1
23	S=c1nccc(-c2cccs2)[nH]1	1	-1	0.5	2	-4	1	54*	13	1	1
24	N/C(=N\OC(=O)c1ccc(Br)cc1)c1ccncc1	1.2	1	1	-5	5	0.3	0	-6	1.1	1.1
25	NC(=O)N1OCC2COc3ccc4ccccc4c3C21 (stereo unspecified)	0.9	-2	0.8	-4	3	1	15	-9	1	1
26	CCOC(=O)c1[nH]c(C)c(/C(O)=C2\C(=O)C(=O)N(CCN3CCOCC3)C2c2cccs2)c1C (stereo unspecified)	1.1	-3	0.9	-6	6	1	13	-5	1	1.1
27	Cc1oc(-c2ccc(Cl)cc2)nc1CN1CCCC(C(=O)NCc2cccnc2)C1 (stereo unspecified)	0.9	3	1	-3	2	1	4	-7	1	1
28	Cc1ccc(NC(=O)N2CCCc3ccccc32)cc1	1	-6	0.9	-5	-3	0.9	15	-12	1	1
29	CC(C)C(=O)Nc1ccc(-c2nc3cccnc3o2)cc1	1	-7	0.8	-7	-46	0.3	21	-8	0.9	1.1
30	Cc1cc(C(=O)NCCN2CCCCC2C)n(-c2ccccc2)n1 (stereo unspecified)	1	-5	1	2	-10	1	0	-10	1	1
31	Cc1nc2ncnn2c(C)c1CCC(=O)Nc1csc(N)n1	1.1	1	1.1	-1	-3	1	-6	-7	1.1	1
32	COc1ccc(C(=O)NCCNC(=O)c2cc(OCC(F)(F)F)ccc2OCC(F)(F)F)cc1	0.9	-1	0.9	-1	-2	1	9	0	1	1
33	Cc1cc(C)cc(C(=O)N(CCc2ccccc2)C2=CC3CCC(C2)N3C)c1 (stereo unspecified)	1.1	-2	1.1	-3	13	1	-15	12	1.1	1
34	CC(C)NC(=O)C1CCN(C2CCN(Cc3ccc4cccc(F)c4n3)CC2)CC1	1	-7	0.9	-2	15	1.1	6	-12	1	1
35	Cc1cc(C)cc(NC(=S)NCc2ccc(S(N)(=O)=O)cc2)c1	1.1	-3	1	1	4	1	2	-5	1.1	1
36	CCSC1=N/C(=C/c2ccsc2)C(=O)N1c1ccccc1	0.9	-8	0.8	-3	-13	1.1	24	-13	0.8	1
37	O=C(CCS(=O)(=O)c1cccc2nonc12)N1CCN(c2ccc(F)cc2)CC1	1	0	0.9	6	-10	1	6	4	1	0.9
38	O=C(COC(=O)c1ccccc1OCC(=O)Nc1ccc(Br)cc1)Nc1ccccc1	0.9	-3	0.8	-4	5	1	16	-6	1	1
39	O=C(CN1CCOCC1)Nc1ncc(Cc2cccc(Cl)c2)s1	1.1	2	0.9	-8	0	1.1	12	-4	1	1.1
40	O=C(Cn1ccc([N+](=O)[O-])n1)N1CCCCC1	1	0	1	-5	2	1	2	-16	1.1	1
41	Cc1nc2ncnn2c(N2CCCC(C(=O)Nc3ccccc3Br)C2)c1C (stereo unspecified)	1.1	2	1	-3	5	1	-1	-18	1.1	1
42	CS(=O)(=O)c1ccc(S(=O)CC(=O)Oc2ccc(Cl)cc2)c([N+](=O)[O-])c1 (stereo unspecified)	1	9	0.8	1	10	1.1	23	-6	0.8	1
43	C#CCNC(=O)C1=C[C@H](c2ccccc2)C[C@H](OCCCCO)O1	0.9	-3	0.7	-7	13	1	30	-10	0.5	1.1
44	COc1ccc(NC(=S)N2CCN(C/C=C/c3ccccc3)CC2)c(OC)c1	1	-5	1	-3	2	1.1	1	-15	1	1
45	CC(=O)Nc1ccc(N(C)C)cc1[N+](=O)[O-]	1	8	1	6	4	0.9	-1	4	0.9	0.9

Compound profiles, from the list above:
`C#CCNC(=O)C1=C[C@H](c2ccccc2)C[C@H](OCCCCO)O1` is entered as PMI act = 0.9; HMGR II inh = -3; Diaphorase act = 0.7; TNAP inh hi DEA = -7; G6PDH counter = 13; FLuc act counter = 1; Diaphorase inh = 30; TNAP inh no acc = -10; PMI act satM6P = 0.5; TNAP act hiacc = 1.1
`CC(=O)Nc1ccc(N(C)C)cc1[N+](=O)[O-]` is entered as PMI act = 1; HMGR II inh = 8; Diaphorase act = 1; TNAP inh hi DEA = 6; G6PDH counter = 4; FLuc act counter = 0.9; Diaphorase inh = -1; TNAP inh no acc = 4; PMI act satM6P = 0.9; TNAP act hiacc = 0.9
`O=C(CCS(=O)(=O)c1cccc2nonc12)N1CCN(c2ccc(F)cc2)CC1` is entered as PMI act = 1; HMGR II inh = 0; Diaphorase act = 0.9; TNAP inh hi DEA = 6; G6PDH counter = -10; FLuc act counter = 1; Diaphorase inh = 6; TNAP inh no acc = 4; PMI act satM6P = 1; TNAP act hiacc = 0.9
